L3MBTL1 block – inhibitors of human L3MBTL1. Q9Y468. AlphaScreen L3MBTL1–H3K9me1 peptide binding. Potency, µM (series often up to 57.1 µM), without a hit: at the top dose activity, negative = inhibition, usual class: inhibitors. actives 0.66% (n = 230,000); active means well fitted inhibition curve with a large enough effect; further: nearly all actives have a fitted effect of over 60% in size
Target sequence (Q9Y468 whole entry, looked up): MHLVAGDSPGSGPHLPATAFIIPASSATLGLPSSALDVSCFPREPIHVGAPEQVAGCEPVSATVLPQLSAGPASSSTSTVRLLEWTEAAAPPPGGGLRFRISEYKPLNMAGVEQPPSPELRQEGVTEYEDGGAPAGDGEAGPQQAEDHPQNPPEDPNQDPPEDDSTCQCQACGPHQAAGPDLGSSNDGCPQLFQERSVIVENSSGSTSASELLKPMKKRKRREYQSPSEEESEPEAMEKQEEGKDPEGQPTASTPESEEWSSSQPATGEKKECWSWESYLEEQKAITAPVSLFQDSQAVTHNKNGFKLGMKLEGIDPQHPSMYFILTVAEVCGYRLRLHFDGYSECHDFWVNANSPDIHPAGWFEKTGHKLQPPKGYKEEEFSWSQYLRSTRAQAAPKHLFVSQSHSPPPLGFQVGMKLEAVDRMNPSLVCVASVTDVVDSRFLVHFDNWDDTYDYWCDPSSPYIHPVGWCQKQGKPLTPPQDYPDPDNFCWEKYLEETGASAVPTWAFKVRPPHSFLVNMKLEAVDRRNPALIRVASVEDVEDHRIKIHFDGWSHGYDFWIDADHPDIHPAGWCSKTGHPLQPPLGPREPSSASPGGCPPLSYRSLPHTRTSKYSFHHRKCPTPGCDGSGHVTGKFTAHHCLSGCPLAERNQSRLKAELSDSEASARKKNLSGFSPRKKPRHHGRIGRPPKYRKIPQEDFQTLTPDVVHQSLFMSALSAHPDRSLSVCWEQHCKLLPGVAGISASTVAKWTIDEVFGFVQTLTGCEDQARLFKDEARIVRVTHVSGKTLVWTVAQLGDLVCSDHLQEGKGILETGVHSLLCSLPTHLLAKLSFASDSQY
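AlphaScreen proximity signal between nickel-chelate acceptor and streptavidin donor beads (final 10 ug/mL) reports binding of 50 nM L3MBTL1 to 75 nM biotin-H3 K9me1 peptide; complex incubated with compounds 30 min at room temperature; cefsulodin titration as control.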
An asterisk follows results filed as active; & = joins results of further samples; [ ] = dose if it differs, or a comment. On the % scale 0 is the no-effect control and ±100 the full control effect; potency means the concentration at half of the fitted maximal effect.

L3MBTL1 block | SMILES
5% | Cc1ccc(NC(=O)CN2C(=O)NC(C)(C3CC3)C2=O)c(C)c1 (centres undefined)
1% | O=C(C1CC1)N1CCN(c2ccc(F)cc2)CC1
-1% | CC1CC1C(=O)OCC(=O)NNC(=O)c1ccc([N+](=O)[O-])cc1 (centres undefined)
-1% | CCOC(=O)[C@@H]1[C@H]2COc3ccccc3[C@@H]2N2C(=O)N(c3ccc(Cl)cc3)C(=O)[C@@]12C
-9%&-7% | NC(=O)C1CCN(c2nc(-c3cccs3)cs2)CC1
0% | Cc1ccc(C)c(NC(=O)c2cc[n+](C)cc2)c1
9% | Cc1ccc(C(=O)N2CCN(c3ccccn3)CC2)cc1C
4% | COc1ccc(C(=O)COC(=O)c2c(-c3ccccc3)noc2C)c(OC)c1
1% | Cc1ccc(NS(=O)(=O)c2ccc3c(c2)NC(=O)C(C)C(=O)N3)c(Cl)c1 (centres undefined)
10% | CCCNC(=O)c1onc(CSc2ccc(Cl)cc2)c1C(=O)NC(C)C
-7% | COc1ccc(S(=O)(=O)N2CCOCC2)cc1NC(=O)CN1CCN(C)CC1
0% | COc1ccc(-c2cccc(NC(=O)c3ccc4c(c3)OCO4)c2)nn1
7% | CN(Cc1ccccc1)C(=O)c1nc[nH]c1C(=O)N(C)Cc1ccccc1
-7% | COc1ccccc1C(CNC(=O)c1ccc(NS(=O)(=O)c2ccc(F)c(C)c2)cc1)N1CCCC1 (centres undefined)
10% | O=C(COC(=O)/C=C/c1ccc(Cl)cc1)NC(=O)NCc1ccccc1
2% | COc1ccc(CCNC(=O)c2cccc(S(=O)(=O)NC(C)c3ccccc3)c2)cc1 (centres undefined)
20% | Cc1ccc(S(=O)(=O)N2[C@@H](c3ccccc3F)C(C(=O)O)=CC[C@H]2c2ccc(Cl)cc2)cc1
-5% | CCCNC(=O)c1ccc(N2CCC3(CC2)CC(c2ccccc2)=NO3)c(NC(=O)c2cccc(C)c2)c1
-2% | O=C(Nc1ccccc1)C1CCCN(C(=O)c2ccc(F)cc2)C1 (centres undefined)
0% | O=C(Nc1cccc(O)c1)c1c(O)c2ccccc2[nH]c1=O
0% | O=C(OCC(=O)N1CCN(C(=O)COC(=O)c2ccc(O)cc2O)CC1)c1ccc(O)cc1O
-2% | Cc1nc(N2CCN(C(=O)c3ccco3)CC2)[nH]c(=O)c1C
0% | O=C(COC(=O)CCS(=O)(=O)c1ccccc1)NC(=O)c1ccc(OC(F)F)cc1
-4% | CCOC(=O)[C@@H]1[C@H]2COc3ccc(Br)cc3[C@@H]2N2C(=O)N(c3cccc(F)c3)C(=O)[C@@]12C

An excerpt from above in order of their number in L3MBTL1 block, ascending:
SMILES,L3MBTL1 block
CCCNC(=O)c1ccc(N2CCC3(CC2)CC(c2ccccc2)=NO3)c(NC(=O)c2cccc(C)c2)c1,-5%
Cc1ccc(C)c(NC(=O)c2cc[n+](C)cc2)c1,0%
O=C(C1CC1)N1CCN(c2ccc(F)cc2)CC1,1%

The list continues.
L3MBTL1 block | SMILES
-4%[2.29 µM] | CC(=O)Nc1ccc(NC(=O)c2c([N+](=O)[O-])cnn2C)cc1
4% | C=CCCC(=O)N(C)CCO
1% | COc1cccc(NC(=O)NCCN2CCCCC2)c1
-2% | COc1cccc(CC(=O)Nc2ccc(S(=O)(=O)N3CCCCC3)cc2)c1
-3% | COc1ccccc1CN1CCc2c([nH]c3ccccc23)C1
0% | COc1ccc(S(=O)(=O)N2CCCCCC2)cc1C(=O)NCc1cccs1
9% | O=C(c1ccc2ccccc2c1)N1CCOCC1
-8% | O=C(NCC(=O)N1CCN(c2ccccc2O)CC1)c1ccc(Br)o1
7% | CSc1ncccc1C(=O)Nc1ccccc1N1CCOCC1
7% | NCCSC1CC(=O)N(c2ccc(F)cc2)C1=O (centres undefined)
-12% | Cc1cc(C(=O)CN2C(=O)C(=O)N(CCC3=CCCCC3)C2=O)c(C)n1C
-2% | Cc1cc(C(=O)NNC(=O)C(C)(C)Oc2ccc(Cl)cc2)c(C)o1
-6% | Cc1noc(C)c1NC(=O)N(C)C[C@@H]1Oc2ccc(NC(=O)Cc3cn(C)c4ccccc34)cc2CC(=O)N([C@H](C)CO)C[C@@H]1C
-10% | O=C(COc1ccc(F)cc1Br)NCC1(N2CCOCC2)CCCCC1
-8% | Cc1[nH]c2ccc(C(=O)N3CCC(C(N)=O)CC3)cc2c1C
7% | O=C(NCCC1=CCCCC1)c1cc(S(=O)(=O)N2CCCCC2)ccc1Cl
-1% | COc1cccc(NS(=O)(=O)c2ccc(S(=O)(=O)N3CCCC3)cc2)c1
5% | CC(C)(C)[C@@H]1COC(=O)[C@H](Cc2ccc(F)cc2)C/C=C\C[C@@H](CC(=O)NCCO)C(=O)N1
8% | CC(=O)c1ccc(-c2ccc(C(=O)NC3CC(C)(C)NC(C)(C)C3)o2)cc1
-4% | Cc1ccc(C(=O)COC(=O)C2CC3CCCC(C2)C3=O)cc1[N+](=O)[O-] (centres undefined)
27% | O=C(NCc1ccccc1F)C1CCCN1S(=O)(=O)c1ccc(F)cc1 (centres undefined)
3% | Cc1cc2nc3n(c2cc1C)CC1CC(C(=O)NCc2ccccc2)N(C)C31 (centres undefined)
0% | Cc1ccc(N(C)S(=O)(=O)c2cccc(C(=O)OCC(=O)N3CCCC(C)C3)c2)cc1 (centres undefined)
-4% | Cc1ccccc1NS(=O)(=O)c1ccc(C(=O)NCCCN2CCOCC2)cc1

Five records drawn at random from those above:
L3MBTL1 block | SMILES
0% | Cc1ccc(N(C)S(=O)(=O)c2cccc(C(=O)OCC(=O)N3CCCC(C)C3)c2)cc1 (centres undefined)
-10% | O=C(COc1ccc(F)cc1Br)NCC1(N2CCOCC2)CCCCC1
-8% | Cc1[nH]c2ccc(C(=O)N3CCC(C(N)=O)CC3)cc2c1C
-6% | Cc1noc(C)c1NC(=O)N(C)C[C@@H]1Oc2ccc(NC(=O)Cc3cn(C)c4ccccc34)cc2CC(=O)N([C@H](C)CO)C[C@@H]1C
-4% | Cc1ccccc1NS(=O)(=O)c1ccc(C(=O)NCCCN2CCOCC2)cc1

Going on with the list:
L3MBTL1 block | SMILES
9% | O=C(O)c1ccc(NC(=O)c2ccccc2NC(=O)c2cccc(F)c2)cc1
12%[2.29 µM] | COc1cc(/C(C)=N/N2CCN(Cc3ccc(C)cc3)CC2)ccc1O
-10% | O=C(COc1ccc(Br)cc1)Nc1ccccc1C(=O)NC1CC1
-8% | CC(C)(C)OC(=O)N1CCC(NC(=O)c2nc[nH]c2C(=O)NCC(=O)OCc2ccccc2)CC1
1% | COc1ccc(C(=O)N2CCN(c3ccc(N4CCOCC4)nn3)CC2)cc1OC
-11% | CCc1nc2ccccc2c(C(=O)OCc2nc3ccccc3c(=O)[nH]2)c1C
-9% | CC1CN(C(=O)C(C)OC(=O)c2ccc3ncsc3c2)CC(C)O1 (centres undefined)
-8% | Cc1ccc(S(=O)(=O)N2CCCCC2CCNC(=O)C(=O)NCc2ccncc2)cc1 (centres undefined)
1% | COc1ccc(C(=O)Nc2ccc3c(c2)C(=O)NC3=O)cc1
-16% | O=C(NCC(c1ccc(F)cc1)N1CCOCC1)c1nn(-c2ccccc2)c(=O)c2ccccc12 (centres undefined)
-5% | COc1ccc(NC(=O)CN(C)C(=O)CCCc2c[nH]c3ccccc23)cc1
-3% | CCCCCOC(=O)C1=C(C)NC(=O)NC1c1ccc2c(c1)OCO2 (centres undefined)

Among those listed so far, four contain bromine.
L3MBTL1 block | SMILES
-4% | CCOC(=O)[C@@H]1[C@H]2COc3ccc(Br)cc3[C@@H]2N2C(=O)N(c3cccc(F)c3)C(=O)[C@@]12C
-8% | O=C(NCC(=O)N1CCN(c2ccccc2O)CC1)c1ccc(Br)o1
-10% | O=C(COc1ccc(F)cc1Br)NCC1(N2CCOCC2)CCCCC1
-10% | O=C(COc1ccc(Br)cc1)Nc1ccccc1C(=O)NC1CC1

The results go on.
L3MBTL1 block | SMILES
-9% | CC1CN(C(=O)COC(=O)/C=C/c2cccc([N+](=O)[O-])c2)CC(C)O1 (centres undefined)
-9% | N#Cc1ccc(C2=CC(=O)C[C@H](c3ccc4c(c3)OCO4)C2)cc1
-7% | COC(=O)c1c(-c2ccc(OC)cc2)sc2ccc(-c3ccc4c(c3)OCO4)cc12
2% | COc1ccc(CCNC(=O)c2cccc(-n3cnnn3)c2)cc1
-13% | COc1ccccc1CNC(=O)[C@H](NC(=O)C1CCN(C(=O)[C@@H](N)CCSC)CC1)C(C)C
0% | Cc1ccc(NC(=O)COc2ccccc2C(=O)NCCc2ccccc2)cc1
1% | O=C1C=C(c2ccoc2)N2CCC[C@H]2C1
1% | Cn1nc(C(=O)NNC(=O)c2ccccc2Br)c2ccccc2c1=O
1% | COc1ccc(COn2nnc3ccc(S(=O)(=O)N4CCOCC4)cc32)cc1F
-2% | CN(C(=O)c1ccccc1Br)C1CCS(=O)(=O)C1 (centres undefined)
-4% | O=C(CN1C(=O)NC2(CCOc3ccccc32)C1=O)NCCc1ccccc1 (centres undefined)
-1% | Cc1ccc([C@@H]2CC=C(C(=O)O)[C@H](c3ccccc3F)N2S(=O)(=O)c2ccccc2C)cc1
2% | C=CC[C@H](CC(=O)N(CCO)Cc1ccccc1)C(=O)N[C@H](COC(=O)[C@@H](CC=C)CC(=O)OC(C)(C)C)Cc1ccccc1
-9% | COc1ccc(S(=O)(=O)N2CCC3(CC2)OCCN3S(=O)(=O)c2ccccc2)cc1OC
-1% | CC(OC(=O)/C=C/c1ccccc1)C(=O)Nc1ccc2c(c1)OCCO2 (centres undefined)
-11% | COc1cccc(NC(=O)COC(=O)C2CC(=O)N(c3ccc(C)cc3)C2)c1 (centres undefined)
4% | COc1ccc(CNc2nnnn2C)c(OC)c1
-9% | O=C(c1ccco1)N1CCN(Cc2cc(=O)c(OCc3ccc(F)cc3)co2)CC1
-3% | O=C(COC(=O)C1CCN(S(=O)(=O)c2c(Cl)cccc2Cl)CC1)NCc1ccco1
8% | CCCCN1C(=O)c2ccc(C(=O)OCC(=O)NCCc3ccc(S(N)(=O)=O)cc3)cc2C1=O
9% | Cc1cc(C)cc(NC(=O)C(c2ccccc2)N2CCN(CC(=O)NC3CC3)CC2)c1 (centres undefined)
-2% | Cc1ccc(NS(=O)(=O)c2ccc3c(c2)oc(=O)n3C)c(C)c1
5% | CCOC(=O)C1CCN(C(=O)c2ccc(S(=O)(=O)Nc3ccccc3OC)cc2)CC1
6% | COc1cccc(COC(=O)C2CCN(S(=O)(=O)c3ccc(C)cc3)CC2)c1OC
-11% | O=C(Nc1ccccc1C(=O)O)c1ccc(CN2C(=O)c3ccccc3C2=O)cc1
5% | COCCCNC(=O)CC1C[C@H](C(=O)N2CCOCC2)[C@@]2(C)c3[nH]c4ccc(OC)cc4c3CCN2C1=O (some centres undefined)
1% | Nc1cccc(NC(=O)c2ccco2)c1
0% | CCOc1ccccc1N1CCN(C(=O)c2ccccc2OCc2c(C)noc2C)CC1
-9% | NC(=O)C1CCN(C(=O)CN(c2ccc3c(c2)OCCO3)S(=O)(=O)c2ccccc2)CC1
-1% | CC(=O)Nc1ccc(S(=O)(=O)NC(C)C(=O)NCC(c2ccco2)N2CCCCC2)cc1 (centres undefined)
-10% | CCC(C)c1ccccc1N1CC(C(=O)N(C)CC(=O)Nc2cccc(F)c2)CC1=O (centres undefined)
1% | O=C(NCC(c1ccccc1Cl)N1CCCC1)c1ccc(N2CCCC2=O)cc1 (centres undefined)
-3% | COc1cc(OC)cc(-c2c(-c3ccc(F)cc3)c3cc(-c4ccc(SC)cc4)ccc3n2C)c1
-7% | CCC(=O)c1ccc(OCC(=O)OCC(=O)Nc2ccc3c(c2)OCCO3)cc1
5% | OC(COc1ccccc1)CN1CCC(Cc2ccccc2)CC1 (centres undefined)
14% | Cc1ccc(C)c(OCCCN2CCc3ccccc3C2)c1
4% | CCc1noc(C)c1C(=O)NNC(=O)c1cc(OC)c(OC)c(OC)c1
-3% | CCOc1cc(N2CCOCC2)c(OCC)cc1NC(=O)c1cnccn1
-13% | COc1cccc(CNC(=O)Cc2csc(NC(=O)Nc3ccccc3OC)n2)c1
9% | CC12CCC(C1)C(C)(C)C2NS(=O)(=O)c1ccc(F)cc1 (centres undefined)
-1% | O=C(NCCC1CCCCN1S(=O)(=O)c1ccc(F)cc1)C(=O)NC1CCCC1 (centres undefined)
1% | O=Cc1ccc(C(=O)OCC(=O)NCc2ccco2)cc1
0% | CCOc1cc(NC(=O)C(C)C)c(OCC)cc1NC(=O)Nc1ccccc1
-6% | COC(=O)C1CCN(C(=O)COC(=O)C2CCN(S(=O)(=O)c3c(Cl)cccc3Cl)CC2)CC1
-24% | O=C(CN1C(=O)C(=O)N(Cc2ccco2)C1=O)Nc1ccccc1
7% | Cc1ccc(N(CC(=O)N2CCCC2)S(C)(=O)=O)c(C)c1
8% | CCOc1ccc(N(CC(=O)Nc2ccc(OC)cc2)C2=NC3CS(=O)(=O)CC3S2)cc1 (centres undefined)
-5% | CC(=O)Nc1ccc(S(=O)(=O)NC(C)c2ccncc2)cc1 (centres undefined)
4% | O=C(Nc1cccc(Cl)c1)N1CCc2ccccc2C1
-5% | CN(C)c1ccc(S(=O)(=O)NCC(=O)NCCOc2ccccc2F)cc1[N+](=O)[O-]
-10% | Cc1ccc(S(=O)(=O)N2CCC(C(=O)OCC(=O)N(Cc3ccccc3)C(C)(C)C)CC2)cc1C

Compound activity deposited in PubChem by National Center for Advancing Translational Sciences (NCATS).

Only part of the results is shown; count on the stated rates, not on these rows.
